Source: PubChem BioAssay
Rin1 Abl inh: blocks binding of human Rin1 to Abl; TR-FRET Rin1/Abl binding, biochemical; inhibition, % at 7.35 µM; actives 0.4% (n = 360,000); AID 588664; in the data active = inhibition above about 5%, passing the limit was not always enough
Target sequence (P00519 whole entry, looked up): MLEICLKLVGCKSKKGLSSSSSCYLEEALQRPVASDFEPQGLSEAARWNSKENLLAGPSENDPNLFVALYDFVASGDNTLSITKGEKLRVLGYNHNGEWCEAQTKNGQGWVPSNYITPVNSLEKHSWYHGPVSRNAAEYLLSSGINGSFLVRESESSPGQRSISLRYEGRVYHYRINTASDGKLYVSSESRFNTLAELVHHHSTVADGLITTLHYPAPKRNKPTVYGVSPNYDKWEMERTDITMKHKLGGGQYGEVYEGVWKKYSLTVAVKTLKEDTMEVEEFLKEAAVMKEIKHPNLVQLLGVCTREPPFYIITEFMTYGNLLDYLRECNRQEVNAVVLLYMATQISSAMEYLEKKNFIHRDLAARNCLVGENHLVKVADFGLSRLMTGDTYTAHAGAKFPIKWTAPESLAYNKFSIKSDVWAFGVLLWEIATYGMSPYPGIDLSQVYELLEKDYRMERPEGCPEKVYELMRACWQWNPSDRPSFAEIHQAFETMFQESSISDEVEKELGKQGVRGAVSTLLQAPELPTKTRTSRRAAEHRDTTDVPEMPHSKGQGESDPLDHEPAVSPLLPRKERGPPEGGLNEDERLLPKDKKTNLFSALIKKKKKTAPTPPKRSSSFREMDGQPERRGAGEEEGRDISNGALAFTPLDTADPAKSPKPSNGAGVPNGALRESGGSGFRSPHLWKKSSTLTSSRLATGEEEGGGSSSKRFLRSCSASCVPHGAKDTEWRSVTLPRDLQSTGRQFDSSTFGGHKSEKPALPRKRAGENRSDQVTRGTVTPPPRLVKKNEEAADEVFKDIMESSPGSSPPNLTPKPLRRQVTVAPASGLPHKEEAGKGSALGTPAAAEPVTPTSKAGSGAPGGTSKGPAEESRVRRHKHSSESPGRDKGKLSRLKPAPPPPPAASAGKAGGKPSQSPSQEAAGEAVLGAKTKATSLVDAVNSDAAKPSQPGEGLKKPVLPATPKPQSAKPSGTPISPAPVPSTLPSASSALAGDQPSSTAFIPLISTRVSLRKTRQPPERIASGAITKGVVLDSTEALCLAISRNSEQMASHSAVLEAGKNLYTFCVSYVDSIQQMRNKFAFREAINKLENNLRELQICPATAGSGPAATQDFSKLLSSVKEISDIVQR
Target sequence (Q13671 whole entry, looked up): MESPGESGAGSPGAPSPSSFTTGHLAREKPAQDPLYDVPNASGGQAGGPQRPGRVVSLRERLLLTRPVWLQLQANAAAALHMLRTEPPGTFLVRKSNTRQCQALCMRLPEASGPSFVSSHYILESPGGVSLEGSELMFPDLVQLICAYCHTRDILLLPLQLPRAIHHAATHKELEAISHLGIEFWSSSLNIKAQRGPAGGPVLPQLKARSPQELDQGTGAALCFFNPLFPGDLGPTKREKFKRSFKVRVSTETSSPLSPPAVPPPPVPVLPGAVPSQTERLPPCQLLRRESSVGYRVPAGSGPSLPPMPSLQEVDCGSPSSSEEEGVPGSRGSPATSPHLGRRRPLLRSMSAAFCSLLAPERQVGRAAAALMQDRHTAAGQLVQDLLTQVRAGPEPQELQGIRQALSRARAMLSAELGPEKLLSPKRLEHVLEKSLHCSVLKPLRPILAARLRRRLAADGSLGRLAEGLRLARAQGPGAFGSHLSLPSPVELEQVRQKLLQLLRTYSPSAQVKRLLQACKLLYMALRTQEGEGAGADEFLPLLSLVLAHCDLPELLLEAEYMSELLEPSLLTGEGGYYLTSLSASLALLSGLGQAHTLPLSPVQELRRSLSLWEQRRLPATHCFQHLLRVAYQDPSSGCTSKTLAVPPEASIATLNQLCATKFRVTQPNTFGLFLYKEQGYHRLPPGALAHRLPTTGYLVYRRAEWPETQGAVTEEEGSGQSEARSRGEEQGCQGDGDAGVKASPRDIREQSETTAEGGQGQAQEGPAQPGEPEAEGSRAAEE
Rpn11 inh: inhibitors of human proteasome Rpn11 | O00487 | human 26S proteasome, Ub4-pepOG fluorescence polarization; 20S core pre-blocked with epoxomicin | calls only at 20 µM | actives 0.59% (n = 360,000);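 active = inhibition at 20 µM, scaled to each plate's controls, above about 33%, limit read from the data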
CSN inh: CSN deneddylation inhibition; AID 651999; actives 0.38% (n = 360,000); Q92905; inhibition, % at 12.5 µM; Purified CSN, SCF-Nedd8-OG deneddylation, fluorescence polarization;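 active = pattern-corrected inhibition above about 35%, with an unprinted fluorescence ratio check between 0.5 and 1.5, limit read from the data, passing the limit was not always enough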;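 note: 0% = enzyme with substrate and 100% = substrate without enzyme; some results filed as inactive read as strong as hits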
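Assay system: HEK293T-derived human Csn5 enzyme; quantity: 0.24 nM enzyme; medium: Tris/NaCl/DTT buffer, pH 7.5; also added: substrate SCFSkp2-Nedd8OG, 10 nM; doses: 12.5 µM compound; schedule: 90 min reaction at room temperature; signal: FP; read-out: % inhibition of substrate cleavage by Csn5; benchmarks: substrate-only high control, full reaction low control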
PABP1 MLLE inh: blocks PAM2 peptide binding to the PABP1 MLLE domain | GST-MLLE / FITC-PAM2 fluorescence polarization | inhibition, % at 20 µM | actives 0.36% (n = 360,000); in the data active = inhibition above about 35%, passing the limit was not always enough;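 note: plate controls were DMSO wells with GST-MLLE for no effect and wells lacking GST-MLLE protein for full effect; some results filed as inactive read as strong as hits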
NadD inh: blocks S. aureus nicotinate mononucleotide adenylyltransferase; inhibition, % at 20 µM; purified NadD enzyme, colorimetric absorbance read-out; actives 0.78% (n = 360,000); in the data active = inhibition above about 26%; note: some compounds past the cut are filed as inactive
FAS-TE inh: inhibitors of human fatty acid synthase thioesterase domain; P49327; recombinant FAS-TE, OMFH fluorogenic substrate, fluorescence endpoint; inhibition, % at 15 µM; actives 0.67% (n = 360,000);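 active = compounds whose normalised, plate-corrected inhibition of enzyme fluorescence in the single-dose primary screen is 50% or more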;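 note: 0% = DMSO with enzyme and 100% = substrate without enzyme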
Neddyl block: inhibitors of human cullin neddylation | P61081+Q13564 | TR-FRET cullin neddylation, biochemical | calls only at 25 µM | actives 0.58% (n = 360,000); in the data active = inhibition above about 36%
MT1-MMP act inh: MT1-MMP (human) activation inhibition | HT1080 RFP-PRO-GFP cells, GFP/RFP ratio fluorescence, overnight; percent of plate control window, DMSO zero | GFP/RFP ratio change, % at 20 µM | P50281 | actives 0.061% (n = 360,000);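 active = GFP/RFP ratio change of at least 30% with cell ATP level not reduced by more than half and red fluorescence within 50% of control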; note: strong numbers were not always called active
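Assay system: HT1080 cells carrying an RFP-PRO-GFP reporter | Dosing: Single dose of 20 µM compound, 1% DMSO final | Incubation: Cells overnight before dosing, compound overnight, 37 °C, 5% CO2 | Evaluation: GFP/RFP fluorescence ratio | Control set: DMSO and RFP-L50D-GFP cell wells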
SKN-1 block: C. elegans SKN-1 inhibition; C. elegans VP596 Pgst-4::GFP/RFP ratio, acrylamide-induced, 24 h; inhibition, % at 21.8 µM; actives 0.49% (n = 360,000);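 active = interference check ratio from 0.5 to 1.5 plus GFP to RFP signal ratio inhibition reaching or exceeding a fixed threshold, cut at about 30% in these data, passing the limit was not always enough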; note: some compounds called inactive have numbers as strong as hits
The depositor's hits bear a star; i = inactive; . = no result given.

The line under a structure holds: Rin1 Abl inh, Rpn11 inh, CSN inh, PABP1 MLLE inh, NadD inh, FAS-TE inh, Neddyl block, MT1-MMP act inh, SKN-1 block
COCCn1nnnc1C(c1cccs1)N1CCN(c2cccc(C(F)(F)F)c2)CC1 (centres undefined)
  -1, i, -1, 4, 8, -7, i, 1, 1
Cc1cccc(NC(=O)CNC(=O)CN2C(=O)NC3(CCCc4ccccc43)C2=O)c1C (centres undefined)
  3, i, 3, -3, -4, -5, i, 3, 12
CC(OC(=O)c1ccc2c(=O)n3c(nc2c1)CCCCC3)C(=O)Nc1ccc(F)cc1Cl (centres undefined)
  -1, i, 5, 7, -3, -3, i, 6, -6
COc1ccc(NC(=S)N2CCC(C(=O)c3ccc(F)cc3)CC2)c(OC)c1
  3, i, -4, -68, -6, 0, i, 2, -10
O=C(NCC(c1ccco1)N1CCc2ccccc21)c1cccc(F)c1 (centres undefined)
  1, i, -8, 10, -5, 10, i, -1, 6
N#C/C(=N\Nc1ccccc1[N+](=O)[O-])C(=N)N1CCCCC1
  -6, i, -1, -1, -6, -2, i, 3, 5
Cc1nc2c(cnn2-c2ccccc2)c(=O)n1/N=C/c1ccccc1
  2, i, 0, 8, -8, 17, i, 2, 13
CCC1(CC)C(=O)C(C)(C)C(=O)OC1c1ccccn1 (centres undefined)
  4, i, -3, -2, 1, -4, i, 5, 8
CC(Cc1cccs1)NC(=S)Nc1ccc(F)cc1 (centres undefined)
  -3, i, 4, 4, -1, -2, i, 4, 6
COc1ccc2c(c1)cc(C(=O)N[C@@H](CCSC)C(=O)N1CCC[C@H]1C(=O)O)n2C
  0, i, 2, 0, 7, 1, ., 9, 7
Cc1cccc(CNC(=O)C2CCC(=O)N(CC3CCCCC3)C2)c1 (centres undefined)
  -4, i, -2, 7, -3, -2, i, 0, -14
CC(C)C(C(=O)NCC1CCCO1)N(C(=O)CNS(=O)(=O)c1ccc(F)cc1)c1ccccc1 (centres undefined)
  2, i, 1, 0, -1, -1, i, 2, 6
CCOC(=O)C1=NOC2(C1)C(=O)Nc1ccc(OC(F)(F)F)cc12 (centres undefined)
  ., ., 1, ., 3, -8, i, 3, 5
CCCCNC(=S)Nc1cccc(S(=O)(=O)NC2=NCCC2)c1
  -2, i, 16, 13, 0, -2, i, 3, -4
CCn1c(SCC(=O)NNC(=O)c2ccc(C)cc2)nnc1C1CC1
  -2, i, 5, 12, 8, -4, i, 2, 9
CCC(c1nc2ccccc2[nH]1)n1c(=O)c(-c2cccs2)nc2ccccc21 (centres undefined)
  ., ., -1, ., ., ., i, -9, 23
CCc1cccc(C)c1NC(=S)NCC(c1cccnc1)N(C)C (centres undefined)
  2, i, -2, 17, -3, -8, i, 0, 0
O=C(Nc1ccccc1)c1ccc(S(=O)(=O)Nc2cccc(O)c2)cc1
  0, i, 1, 7, -13, -3, i, -2, 9
CC1(C)CC(=O)C2=C(C1)OC(N)=C([N+](=O)[O-])C2c1cccs1 (centres undefined)
  5, i, -10, -6, 3, -7, i, 1, 7
CCOc1cccc2sc(N(CCN(CC)CC)C(=O)c3ccc(S(=O)(=O)N4CCCCC4)cc3)nc12
  -5, i, 0, 14, 4, -8, i, 6, -2
CCCCCC(O)c1cccc(OCc2ccc3ccccc3n2)c1 (centres undefined)
  -2, i, -6, -5, 4, 26, i, -4, 10
CCCCC1Cc2[nH]c(=S)[nH]c(=O)c2C(C(C)C)O1 (centres undefined)
  ., ., -2, ., 1, 0, i, 3, 8
COC(=O)C[C@H]1C=C[C@H](NC(=O)Cc2ccccc2)[C@@H](CO)O1
  ., ., -3, ., ., ., i, 5, -2
O=C(O)CSCC(=O)N1CCCCC1
  0, i, 0, -9, -7, -7, i, 0, -1
CN(C)C(=O)CCc1ccc2c3c([nH]c2c1)[C@]1(CCC2CCCC2)[C@@H](C(=O)N2CCOCC2)C[C@H](CC(=O)NCCN2CCOCC2)C(=O)N1CC3
  1, i, 2, 19, -4, 9, i, 3, 6
CCOc1cc(C(C(=O)NCC2CCCO2)N(C(=O)Cn2nnc3ccccc32)c2ccccc2C(C)=O)ccc1O (centres undefined)
  4, i, -1, 6, 2, -8, i, 3, 3
CSc1ccccc1NC(=O)c1ccccc1N(Cc1ccccc1)S(C)(=O)=O
  -1, i, 1, 16, -5, 0, i, 7, -14
CN1C(=O)CC(N2CCC(C(N)=O)CC2)C1=O (centres undefined)
  2, i, -4, 15, 0, -1, i, -4, 6
COc1ccc(CCNC(=O)C2CCC(=O)N(CCc3ccc(OC)cc3)C2)cc1 (centres undefined)
  3, i, -3, 0, -1, -4, i, 1, 9
CCOC(=O)c1ccc(S(=O)(=O)NCCNCc2ccccc2)cc1
  0, i, -4, 6, -3, -4, i, -3, 12
CC(NC(=O)c1cccc2c1Oc1ccccc1S2)C(=O)O (centres undefined)
  -1, i, -9, 16, 5, -2, i, 3, 1
Cc1ccc(NC(=S)N(N)CCO)cc1
  0, i, -5, 22, -6, -6, i, 0, 4
O=C1CCc2cc(S(=O)(=O)Nc3ccccc3F)cc3c2N1CCC3
  0, i, 1, -8, -1, -45, i, 1, 14
COc1ccc(NC(=O)CNCCC2=CCCCC2)cc1
  2, i, -1, 6, -5, -3, i, -3, 3
COC(=O)c1ccc(COc2ccc(/C=N/N3CCN(C)CC3)cc2)cc1
  -2, i, -8, 5, -11, -2, i, 2, -1
COc1cccc(NS(=O)(=O)c2c(C)cc(C)cc2C)c1
  3, i, 2, -11, -11, 15, i, 24, 6
Cc1ccc(C(=O)NN2C(=O)/C(=C/c3cccn3C)SC2=S)cc1
  -2, ., 21, -118, 1, 2, i, -5, 34
N=c1sccn1CC(=O)Nc1ccccc1Oc1ccccc1
  -1, i, -1, -7, -2, -32, i, 1, -14
COc1ccc(-c2c(C#Cc3ccsc3)c3cc(-c4ccc(CN5CCOCC5)cc4)ccc3n2C)cc1
  4, i, -4, 8, -6, 23, i, 8, -1
O=C(NCCc1ccc(Cl)cc1)C1CCCN1C(=O)NCc1ccccc1 (centres undefined)
  -3, i, -3, 4, -3, -2, i, -5, 1
Cc1ccnc(NC(=O)Cc2ccc(-c3ccccc3)cc2)c1
  0, i, -1, -1, 3, 18, i, 1, 4
CCOc1ccc(CCNC(=O)c2ccc(C)c(S(=O)(=O)N3CCOCC3)c2)cc1OCC
  7, i, 0, -10, -5, -6, i, 8, -17
O=C1CCCC2=C1C(c1ccc(Cl)cc1)n1c(s/c(=C\c3ccc4ccncc4c3)c1=O)=N2 (centres undefined)
  -2, i, 2, -53, 26, 28, i, -12, 2
CCCNC(=O)c1ccc2c(=O)c(O)c(-c3ccc(OC)cc3)[nH]c2c1
  -3, i, -2, 13, -1, -9, i, 5, 1
Cc1cccc(NC(NC(=O)Cc2ccccc2)C(Cl)(Cl)Cl)c1 (centres undefined)
  -2, i, -4, 23, -6, 9, i, -6, 3
O=c1[nH]c(N2CCOCC2)nc2ncn(Cc3ccccc3)c12
  -5, i, -4, -4, 7, -7, i, 4, -10
COc1ccc(/C=C(\NC(=O)c2ccc(Cl)cc2)C(=O)NCCCn2ccnc2)cc1OC
  1, i, 0, -16, -1, 2, i, 3, 8
Cc1ccc(C)c(SCC(=O)Nc2cccc(S(=O)(=O)NC3=NCCCCC3)c2)c1
  0, i, -11, 5, 1, -5, i, 0, -1
COc1cc(CCCN[C@H](CN)Cc2ccccc2)cc(OC)c1OC
  0, i, 0, 6, -1, -18, i, -1, -13
OCC1(Cc2ccc(Cl)cc2)CCN(CC2CC=CCC2)CC1 (centres undefined)
  1, i, 0, 3, -2, 2, i, 0, 0

Continuation:
The line under a structure holds: Rin1 Abl inh, Rpn11 inh, CSN inh, PABP1 MLLE inh, NadD inh, FAS-TE inh, Neddyl block, MT1-MMP act inh, SKN-1 block
Cc1cc(Cl)ccc1NS(=O)(=O)c1c(C)[nH]c(=O)[nH]c1=O
  -1, i, 0, -5, -2, -1, i, -3, 11
FC(F)(F)c1ccc2c(c1)[nH]c(=S)n2C1CC1
  0, i, 5, -26, -4, 7, i, -2, 16
Cc1cc(C)n(-c2nc3ccccc3nc2Nc2ccc3c(c2)OCO3)n1
  2, i, -2, -12, -4, 12, i, -1, -10
Cc1ccc(-c2nc3c(Cl)cc(C(F)(F)F)cn3c2Cc2cccc(F)c2)cc1
  -1, i, -3, -16, 4, 4, i, 3, 11
COCCCNC(=O)[C@H]1N2C(=O)c3ccccc3C2SC1(C)C (some centres undefined)
  -3, i, 2, 23, -2, -5, i, 3, 6
CCN1CCC(N2CCN(c3ccccc3OC)CC2)CC1
  3, i, 1, 6, -10, -3, i, 2, -7
O=C(CCC(=O)c1cccs1)NNC(=O)c1cc(Cl)ccc1Cl
  3, i, 0, 10, 0, -2, i, -2, 13
COc1cc(NC(=O)c2ccc(C)cc2C)ccc1NC(=O)c1cccs1
  0, i, 1, 1, -7, 9, i, 2, 12
O=C(NCc1ccccc1)c1cccc(OCC(=O)N2CCN(C(=O)c3ccco3)CC2)c1
  -4, i, -5, -1, 4, -2, i, 2, -4
COc1ccccc1-n1c(C)nnc1SCC(=O)Nc1cc(C)cc(C)c1
  -2, i, 5, -6, -4, -2, i, 6, -3

The final 3 compounds of the section above are carried over, then new ones follow:
The line under a structure holds: Rin1 Abl inh, Rpn11 inh, CSN inh, PABP1 MLLE inh, NadD inh, FAS-TE inh, Neddyl block, MT1-MMP act inh, SKN-1 block
COc1cc(NC(=O)c2ccc(C)cc2C)ccc1NC(=O)c1cccs1
  0, i, 1, 1, -7, 9, i, 2, 12
O=C(NCc1ccccc1)c1cccc(OCC(=O)N2CCN(C(=O)c3ccco3)CC2)c1
  -4, i, -5, -1, 4, -2, i, 2, -4
COc1ccccc1-n1c(C)nnc1SCC(=O)Nc1cc(C)cc(C)c1
  -2, i, 5, -6, -4, -2, i, 6, -3
CN(C)c1ccc(/C=C(\NC(=O)c2ccccc2)C(=O)N/N=C/c2ccc(C(=O)O)cc2)cc1
  -1, i, 4, -11, 6, -6, i, 1, 13
CCC1CCCCN1CCCNC(=O)COc1cc(=O)n(C)c2ccccc12 (centres undefined)
  -2, i, -5, 6, 2, -9, i, 6, 6
COC(=O)c1ccc(C(=O)OC)c(NS(=O)(=O)c2ccc(NC(C)=O)cc2)c1
  -1, i, 5, 6, 0, 0, ., -2, 4
Cn1ncc(Br)c1C(=O)N/N=C/c1ccc(OS(=O)(=O)c2ccccc2)cc1
  -1, i, 7, -2, -6, -3, i, 8, 1
O=C(Cn1cnc2cc(Cl)ccc2c1=O)Nc1ccc2c(c1)OCO2
  3, i, 2, -9, 4, 0, i, 1, -24
O=C(CNS(=O)(=O)/C=C/c1ccccc1)OCC(=O)N1CCC(Cc2ccccc2)CC1
  4, i, 2, -2, -8, 13, i, 3, -8
Cc1cc(CN(C)Cc2cn(C)nc2-c2ccc(Oc3ccccc3)cc2)on1
  0, i, 0, -7, -8, 11, i, -4, -16
Cc1c(-c2ccccc2)[n+](=O)c(-c2ccc(Cl)cc2)c(C)n1[O-]
  -2, i, 0, -13, 1, -64, i, 3, -9
O=C(NCCCc1ccccc1)N1CCOCC1
  0, i, -1, -5, -1, -3, i, 2, 1
O=C(CSCc1ccc(F)cc1)NCc1cccs1
  1, i, -4, 3, -7, 1, i, 3, -7
